# OXTR potentiator: human OXTR potentiators, primary screen, fluorescence, CHO-OTR cells, Fluo-8 calcium. Oxytocin receptor (Homo sapiens), P30559. Fluo-8 calcium fluorescence, potentiator mode; 0% = oxytocin EC15, 100% = EC100. activation, % at 3 µM. 0.061% of 320,000 active;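 active = activation above that plate's cutoff, the mean activation of tested compounds plus 3 SD, cut at about 6.6% in these data, passing the limit was not always enough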;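 note: 100% uses oxytocin at 75 nM as the full agonist control; some results filed as inactive read as strong as hits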
# Target sequence (P30559 whole entry, looked up): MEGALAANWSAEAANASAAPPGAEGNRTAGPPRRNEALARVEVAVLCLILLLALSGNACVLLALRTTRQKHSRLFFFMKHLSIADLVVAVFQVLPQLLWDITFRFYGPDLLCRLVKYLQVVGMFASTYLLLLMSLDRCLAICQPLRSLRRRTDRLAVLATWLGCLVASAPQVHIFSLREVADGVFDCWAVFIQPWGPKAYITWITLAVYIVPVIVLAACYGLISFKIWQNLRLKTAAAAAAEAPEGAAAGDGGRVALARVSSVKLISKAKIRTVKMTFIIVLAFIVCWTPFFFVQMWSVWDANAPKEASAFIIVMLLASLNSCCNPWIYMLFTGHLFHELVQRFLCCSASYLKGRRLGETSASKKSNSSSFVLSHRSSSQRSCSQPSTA
#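 assay system = CHO-OTR cells, human receptor | schedule = compound 6 min at room temperature before oxytocin, 100 s read | detection = Fluo-8 intracellular calcium fluorescence, ex 470-495, em 515-575 nm | evaluation = normalized max/min fluorescence ratio, % activation | control set = EC15 oxytocin alone as 0%, 75 nM oxytocin (EC100) as 100%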
# CHRM1 PAM: human M1 muscarinic receptor positive allosteric modulators, primary screen, CHO-K1 cells, Fluo-8 calcium fluorescence, 1536-well. Muscarinic acetylcholine receptor M1 (Homo sapiens), P11229. CHO-K1 hM1, ACh EC20; 0% = ACh EC20, 100% = maximal ACh. activation, % at 3 µM. 0.088% of 360,000 active; in the data active = activation above about 19%, passing the limit was not always enough
# CHRM4 antagonist: human M4 muscarinic receptor antagonists, primary screen, CHO cells, Fluo-8 calcium fluorescence; inhibition, % at 3 µM; CHO-hM4 cells, ACh EC80; 0.73% of 360,000 active; AID 624125, 2012;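 active = inhibition above its plate's cutoff, the mean inhibition of sample wells plus 3 SD, cut at about 27% in these data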;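 note: 0% = acetylcholine EC80 with DMSO and 100% = DMSO without agonist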
# Target sequence (P08173 whole entry, looked up): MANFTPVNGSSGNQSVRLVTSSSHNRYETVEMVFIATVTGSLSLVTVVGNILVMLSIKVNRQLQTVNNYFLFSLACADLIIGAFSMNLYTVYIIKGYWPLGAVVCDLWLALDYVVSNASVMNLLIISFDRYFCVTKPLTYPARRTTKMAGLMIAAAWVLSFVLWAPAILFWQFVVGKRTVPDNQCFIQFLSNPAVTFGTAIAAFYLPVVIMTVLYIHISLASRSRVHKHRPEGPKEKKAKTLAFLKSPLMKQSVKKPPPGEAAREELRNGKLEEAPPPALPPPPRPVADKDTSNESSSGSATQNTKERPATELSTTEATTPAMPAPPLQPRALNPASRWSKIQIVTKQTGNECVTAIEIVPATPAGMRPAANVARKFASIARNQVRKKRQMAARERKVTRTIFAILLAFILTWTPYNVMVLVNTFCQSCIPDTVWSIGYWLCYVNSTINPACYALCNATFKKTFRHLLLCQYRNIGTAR
# CHO-K1 Ca antag: nonselective inhibitor or artifact in parental CHO-K1 cells | ATP-induced calcium, Fluo-8 fluorescence | inhibition, % at 3 µM | 0.6% of 360,000 active | AID 602250;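 active = inhibition above a per-plate cutoff, the plate's mean sample inhibition plus 3 SD, cut at about 24% in these data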;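 note: 0% = DMSO plus EC80 ATP and 100% = DMSO alone without ATP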
# M4 ag: human M4 muscarinic receptor agonists, primary screen, CHO-K1 cells, Fluo-8 calcium fluorescence; activation, % at 3 µM; AID 624127, 2012; CHO-K1 hM4/Gqi5; vehicle 0%, full acetylcholine response 100%; 0.14% of 360,000 active;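 active = activation above the run mean over all test wells plus 3 SD, cut at about 32% in these data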;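 note: peak over basal fluorescence ratio per well then scaled between controls; 0% = DMSO wells and 100% = acetylcholine at EC100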
# CHO-K1 Ca ag: counter-screen for M1 agonists: effect in parental CHO-K1 cells. Fluo-8 calcium fluorescence; scaled to maximal ATP response, vehicle zero. activation, % at 3 µM. 0.48% of 360,000 active; in the data active = activation above about 15%;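 note: untransfected CHO-K1 host cells lacking M1 receptor as counterscreen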
# CHRM1 antagonist: human M1 muscarinic receptor antagonists, primary screen, CHO-K1 cells, Fluo-8 calcium fluorescence, 1536-well. CHO-K1 hM1, ACh EC80 antagonist. inhibition, % at 3 µM. 1.3% of 360,000 active. AID 588852, 2011;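 active = percent inhibition above its own plate's cutoff, namely the mean of that plate's compound wells plus 3 SD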;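 note: peak over basal fluorescence ratio during 140 s after agonist addition; 0% = ACh EC80 plus DMSO and 100% = DMSO alone without agonist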
# CHRM1 agonist: human M1 muscarinic receptor agonists, primary screen, Fluo-8 calcium fluorescence, CHO-K1 cells, HTS. 0.33% of 360,000 active. activation, % at 3 µM. CHO-K1 hM1, agonist mode; 0% DMSO, 100% acetylcholine EC100. Muscarinic acetylcholine receptor M1 (Homo sapiens), P11229;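 active = activation above the run's mean compound activation plus 3 SD, cut at about 16% in these data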;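 note: peak over basal fluorescence ratio within a 140 s kinetic read after compound addition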
# CHO parental Ca: ATP-evoked calcium signal inhibitors, parental CHO, primary screen, counter-screen for OX1R antagonist project, cell-based, fluorescence, Fluo-8 calcium dye. parental CHO-K1, ATP-induced calcium, Fluo-8 fluorescence. inhibition, % at 5.6 µM. 0.63% of 330,000 active. AID 463079, 2010;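 active = inhibition above that plate's mean sample inhibition plus 3 SD, cut at about 26% in these data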;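 note: 0% = ATP-challenged DMSO wells and 100% = DMSO wells without ATP; some compounds past the cut are filed as inactive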
#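 test system = CHO parental line | reagent = ATP stimulus | measured by = intracellular calcium via Fluo-8 no-wash fluorescent dye | control set = ATP and no-ATP DMSO wells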
# Starred values were filed as active, the others as inactive; x = no result given.
structure	OXTR potentiator	CHRM1 PAM	CHRM4 antagonist	CHO-K1 Ca antag	M4 ag	CHO-K1 Ca ag	CHRM1 antagonist	CHRM1 agonist	CHO parental Ca
COc1ccccc1CN1CC(C(=O)NC2CCCCC2)CC1=O (stereo not given)	0	4	2	-8	1	1.6	-2	-5	-13
CCC(C(=O)Nc1cc(C(=O)O)ccc1C)c1ccccc1 (stereo not given)	6	9	-8	0	2	-0.1	0	-6	1
COc1ccc(CCn2c(=N)c(C(=O)N3CCN(C)CC3)cc3c(=O)n4ccccc4nc32)cc1	-9	0	-6	-7	2	0.2	4	-6	-21
Cc1ccccc1CSc1nc2ccccc2c(=O)[nH]1	-14	14	8	3	0	-0.6	-3	0	4
Cc1cc(NC(=O)CSc2nnc(CNC(=O)c3ccc(F)cc3)o2)no1	-2	9	-7	-12	0	1.6	-13	-3	-1
Cc1csc(NC(=O)CSc2nnc(NC(=O)COc3ccc(Cl)cc3)s2)n1	-3	5	3	-3	0	0.5	-8	-5	0
Cc1ccc(C(=O)C2CCN(C(=S)NCC3CCCO3)CC2)cc1 (stereo not given)	-11	7	2	-18	6	6.1	-1	-2	-14
CC(C)(C)OC(=O)NCc1ccc(CNC(=O)c2[nH]cnc2C(=O)NCC(=O)OCc2ccccc2)cc1	-17	-20	38*	10	30	13	44*	4	8
O=C(CCl)N(c1ccccc1)c1c[nH]c2ccccc12	-7	3	0	-17	2	1.9	-3	-3	-12
Cc1cc(Cl)c(C(=O)Nc2cccc(C(F)(F)F)c2)c(C)n1	3	5	6	14	0	0.1	-8	-4	-16
S=C(c1ccc2c(c1)OCO2)N1CCN(c2cccc(Cl)c2)CC1	x	2	-21	-16	1	-0.1	-12	-1	x
COc1ccc(C2=Nn3c(nnc3-c3ccccc3F)SC2)cc1OC1CCOC1 (stereo not given)	-5	-1	-11	10	8	-0.4	-12	-5	-19
COc1ccccc1NC(=O)C(=O)NCc1ccccc1Cl	1	-2	3	-9	1	0.7	9	-5	-6
O=C(NCCO)c1cc2c([nH]c3ccccc32)c(-c2ccccc2)n1	-7	4	-16	-9	9	1.9	-4	-4	1
CCOC(=O)N1CCN(C(=O)COc2cccc3c2CCN(Cc2ccccc2F)C3=O)CC1	-6	3	-4	-2	8	4.5	-8	-13	-37
CCCN1CCC(C(=O)NC(c2ccc(F)cc2)c2ncccc2C)CC1 (stereo not given)	x	12	-17	-4	0	0.2	-16	-6	x
COC(=O)c1c(F)c(F)c(N2CCOCC2)c(F)c1F	-3	8	-7	-15	3	1.3	-6	-1	4
COc1cccc(CNC(=O)C2CCN(S(=O)(=O)c3ccc(-n4cnnn4)cc3)CC2)c1	-9	3	-4	-14	1	0.5	-5	-7	2
Cc1ccc(NC(=O)CSCC(=O)Nc2cc(Cl)ccc2N2CCN(C)CC2)cc1	-9	-6	-4	3	1	2.5	1	-7	-18
O=C(COC(=O)c1cccs1)Nc1ccccc1[N+](=O)[O-]	-21	-4	5	-17	1	2.0	22	-5	-9
Cc1ccc(N(CC(=O)N2CCN(Cc3ccccc3)CC2)S(C)(=O)=O)cc1C	-5	5	3	2	4	1.4	-6	-7	-12
O=C(O)CC1S/C(=N/N=C/c2ccc(-c3ccc(Cl)c([N+](=O)[O-])c3)o2)NC1=O (stereo not given)	-6	7	-13	-6	1	-0.3	2	-3	15
CC1(C)COC2(OC1)C(=O)N(CN1CCOCC1)c1ccccc12	-3	13	1	-2	1	1.1	-3	-5	-4
CN(C)CCNc1c2c(c(C#N)c3nc4ccccc4n13)CCCC2	-13	5	5	-14	0	-0.1	-9	-2	-3
CN(C)c1ccc(/C=C/C(=O)c2c(O)c3ccccc3oc2=O)cc1	-8	-12	6	3	6	32*	12	30*	5
CCOC(=O)N1CCC(NC(=O)C(C)n2c3ccccc3c3cnn(C)c(=O)c32)CC1 (stereo not given)	-6	5	0	-3	0	-0.3	-7	-3	-18
Cc1ccc(S(=O)(=O)NC(C(=O)OCC(=O)NC(=O)c2cccn2C)C(C)C)cc1 (stereo not given)	-14	12	-16	-8	7	1.9	-10	0	-19
CCC(=O)c1cc(F)ccc1OCC(=O)Nc1ccc2c(c1)OCCO2	2	-10	-14	-11	11	0.6	12	-5	-30
COC(=O)NNC(=O)c1ccc(C)c(Br)c1	-2	-2	-2	-10	2	1.2	-6	-5	-4
O=C(O)c1ccc(NC(=O)c2cc3ccccc3o2)cc1	5	6	7	3	3	0.0	-12	1	-2

# The results go on:
structure	OXTR potentiator	CHRM1 PAM	CHRM4 antagonist	CHO-K1 Ca antag	M4 ag	CHO-K1 Ca ag	CHRM1 antagonist	CHRM1 agonist	CHO parental Ca
N#Cc1c(NC(=O)C2CC2)sc2c1CCCCC2	-8	-5	4	-11	-2	1.6	11	-6	-11
CCOc1ccc(Br)cc1/C=N/NC(=O)c1ccncc1	-9	3	5	2	1	0.3	-4	-3	-15
O=C(Nc1cccc(S(=O)(=O)Nc2ccc(SC(F)F)cc2)c1)C1CCC1	-10	-3	4	-10	12	3.5	5	2	6
COc1ccc(NC(=O)C(=O)N/N=C/c2cccnc2)cc1	-2	2	5	-8	4	1.8	2	0	-3
CCOC(=O)C1(CCOc2ccccc2)CCN(Cc2ccc(OC)c(O)c2)CC1	-19	-2	-7	-6	7	3.9	-9	-4	-9
O=C(Cn1cnc2ccccc2c1=O)Nc1ccc(N2CCOCC2)cc1	-10	12	-5	-16	1	0.4	-10	0	9
Cn1nc(C(=O)OCC(=O)NCc2ccc(Cl)cc2)c2ccccc2c1=O	-4	6	5	7	4	0.9	-2	-4	-21
OC1COC(c2ccccc2)OC1C1OC(c2ccccc2)OCC1O (stereo not given)	x	6	-13	7	1	-0.2	-4	0	x
O=[N+]([O-])c1ccccc1NCCNS(=O)(=O)c1ccc(Cl)cc1	-4	8	-3	-7	5	1.8	-11	-11	-2
CCOC(=O)N1CCC(N(CCOC)C(=S)Nc2cccc(SC)c2)CC1	-1	-2	-1	-7	4	4.0	5	-3	3
S=C(NCc1ccccn1)Nc1ccc(Cl)c(Cl)c1	-15	-2	4	-6	6	4.3	5	1	1
CCc1nn(CCCC(=O)NCc2ccco2)c(=O)c2cc3occc3n12	0	6	8	-1	1	8.5	-8	-1	-20
Cc1ccc(NC(=O)CCN2C(=O)CSC2=O)c(C)c1	-4	3	2	0	1	0.5	0	-3	2
O=c1ccc2[n+]([O-])c3ccc(O)cc3oc-2c1	x	-4	12	5	0	0.7	8	-2	x
CC(C)CCN(C(=O)CCCSc1nc2ccccc2[nH]1)c1c(N)n(Cc2ccccc2)c(=O)[nH]c1=O	-2	14	-6	-5	1	0.1	-20	5	-30
COc1cccc(CN(C)C(=O)CNC(=O)c2ccc(-c3ccccc3)cc2)c1OC	-13	-5	0	-2	16	8.9	0	-4	-15
O=C(CSc1nc2c(c(=O)n1-c1ccc(F)cc1)SCC2)NCC1CCCO1 (stereo not given)	-3	2	0	-8	-1	-0.5	3	-5	-28
Cc1cc(Cl)ccc1NC(=O)CCC(=O)O	7	3	0	9	0	0.1	2	-5	-1
COc1cc(/C=N/n2c(-c3ccc4c(c3)NC(=O)CO4)csc2=Nc2cccc(C)c2)ccc1O	-10	1	13	0	9	2.8	7	-6	-11
COc1ccc2nc(NC(=O)c3cccc(S(=O)(=O)N4CCOCC4)c3)sc2c1	-16	-2	2	-7	6	1.8	-20	-2	-19
O=C(COC(=O)c1ccc2c(c1)OCO2)Nc1ccccc1	-4	0	2	-2	1	0.7	3	-4	-3
CCCCC(=O)N(C)c1c(CC)nc2c(OCCC)cccn12	x	5	-7	-1	0	-0.6	-5	-8	x
COc1cc(NC(=O)Cn2cnc3c(SC)nc(N)nc32)cc(OC)c1OC	-5	8	-24	-18	-1	0.0	-13	0	-6
CCOC(=O)c1cc(C#N)c(SCC(=O)c2cc(C#N)c(SC)nc2C)nc1C	-3	-8	14	-8	0	0.1	20	-4	-3
O=C(/C=C/c1ccccc1)NC(NC(=S)Nc1cccc(O)c1)C(Cl)(Cl)Cl (stereo not given)	-18	10	6	-8	0	1.1	-6	-5	16
COCCn1c(SCC(=O)Nc2ccccc2)nc2c(oc3ccccc32)c1=O	-9	2	4	2	1	1.2	-4	-9	-17
CCC(=O)N(CCc1ccccc1)Cc1cc2cccc(C)c2[nH]c1=O	-16	6	-2	-8	1	1.4	-24	-1	-20
CC(Sc1nc2cc(Cl)ccc2s1)C(=O)Nc1cccc(S(=O)(=O)N2CCOCC2)c1 (stereo not given)	-8	-1	11	9	7	5.2	10	4	-20
CCCCCC(=O)N1C[C@@H](n2cc(COC(=O)c3ccccc3)nn2)[C@H](O)C[C@@H]1c1ccc(Cl)cc1	x	-11	-3	-5	10	1.3	12	-5	x
C=CCNC(=O)c1ccc2nc(Cc3ccc(OC)cc3)oc2c1	-18	18	-5	14	4	0.8	-19	6	-13

# Only M4 ag, CHRM1 antagonist and CHRM1 PAM (two entries from above):
SMILES	M4 ag	CHRM1 antagonist	CHRM1 PAM
CCc1nn(CCCC(=O)NCc2ccco2)c(=O)c2cc3occc3n12	1	-8	6
COCCn1c(SCC(=O)Nc2ccccc2)nc2c(oc3ccccc32)c1=O	1	-4	2

# Further entries follow:
structure	OXTR potentiator	CHRM1 PAM	CHRM4 antagonist	CHO-K1 Ca antag	M4 ag	CHO-K1 Ca ag	CHRM1 antagonist	CHRM1 agonist	CHO parental Ca
Cn1c(=O)c2c(-c3ccccc3)n(-c3ccccc3F)cc2n(C)c1=O	x	0	-5	8	12	3.6	-24	-5	x
COc1ccc(CCNC(=O)c2cc(COc3c(F)cccc3F)on2)c(OC)c1	-2	1	6	-13	3	0.0	-1	-6	-20
O=C(O)c1ccc(N2CCOCC2)c(N2C(=O)C3C4C=CC(C4)C3C2=O)c1 (stereo not given)	-4	14	-4	-5	0	0.4	-6	-2	-1
O=C1c2ccsc2SCCN1Cc1c(Cl)cccc1Cl	-8	0	1	-22	0	0.4	0	-4	-20
COC(=O)c1ccc(/C=C2\SC(=S)N(CCCC(=O)NCCCN3CCOCC3)C2=O)cc1	-7	-2	-18	-14	6	1.6	12	-8	-13
CCC(CC)c1nnc(NC(=O)CCN2C(=O)c3ccccc3C2=O)s1	-12	0	-7	-9	5	4.0	-4	0	-23
CC(=NNC(=S)N1CCC1)c1ccccn1	x	7	-3	9	0	0.4	5	1	x
O=C(NC1CCCC1)c1cc2ccccc2o1	-1	9	-1	-4	0	0.4	-11	-3	-5
CN(C)/C=C/C(=O)c1nnn(C2CCCCC2)c1NC1CCCCC1	-2	14	1	-15	0	0.3	-12	2	-24

# Source: PubChem BioAssay (The Scripps Research Institute Molecular Screening Center)
